# High-throughput results deposited in PubChem BioAssay by National Center for Advancing Translational Sciences (NCATS).
# p53ts 32C kill: qHTS Screen for Compounds that Selectively Target Cancer Cells with p53 Mutations: Cytotoxicity of p53ts Cells at the Permissive Temperature | H1299-p53A138V at 32C, ATP luminescence viability, 24 h | Potency, µM (top dose mostly 46.1 µM), inactives show at the highest dose activity change, negative = cytotoxicity, most hits filed as cytotoxic | 130,000 tested, 0.93% active;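 note: 0% = DMSO and -100% = full killing by reference compound; nearly all actives have a fitted effect of over 55% in size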
#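 Viability by ATPlite luminescence after 24 h compound treatment (up to 46 uM) at the permissive 32C. Cells are H1299 carrying p53 A138V. Scale runs from DMSO basal to 100 uM tamoxifen as full kill; AC50 from Hill fits.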
# p53ts 39C tox: qHTS Screen for Compounds that Selectively Target Cancer Cells with p53 Mutations: Cytotoxicity of p53ts Cells at the Nonpermissive Temperature. H1299-p53A138V viability at 39C, ATP luminescence, 24 h. Potency, µM (highest dose often 46.1 µM), for inactives: at the top dose activity change, negative = cell killing, usual class: cytotoxic. 130,000 tested, 1.5% active. AID 902, 2007; note: nearly all actives have a fitted effect of over 55% in size
# Imprint erasure: qHTS Assay for Compounds that Induce Erasure of Genomic Imprints. 110,000 tested, 0.02% active. mouse ES Peg3-LacZ reporter, beta-gal luminescence, 40 h. Potency, µM (highest dose often 60.7 µM), for inactives: top-dose activity change, positive = activation, usual class: activators;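 note: 0% = negative control wells on the plate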
#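 Gelatin-coated wells received 300 freshly trypsinized female ES cells with a Peg3LacZ-Neo reporter on the maternal allele, then incubated 40 hours at 37C. BetaGlo was added for 5 minutes at room temperature before a single luminescence read.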
# IkB signaling: IkB Signaling; Potency, µM (top dose mostly 57.1 µM), for inactives: at the top dose IkBa stabilization activation; 110,000 tested, 0.04% active; ABC-DLBCL IkBa-CBG/CBR dual luciferase ratio, 4 h; response scale: scaled: untreated 0%, proteasome inhibitor 100%; active = well fitted curve in the direction sought with a large enough effect in the signal ratio, not every such curve was filed as active; inconclusive = small, poorly fitted or top-dose-only effect, or a change in a side signal; the % refers to the signal ratio;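 note: the direction sought is a rising ratio; 0% = basal untreated cells and 100% = reference inhibitor full response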
#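 In this assay, an IκBα–CBG68 fusion accumulates when IKK-driven degradation is blocked; native CBR normalizes for cell number. OCI-Ly3 cells were treated 4 h with compound and doxycycline, then green and red light read after Chroma-Glo addition.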
# * marks the source's active call; other numbers are inactive results; ? = inconclusive; . = no result given; & = joins results of further samples; [ ] = remark or other dose. Unless noted, calls come from the whole dose curve; as a rule, active = well fitted curve in the direction sought with a large enough effect; inconclusive = small, poorly fitted or top-dose-only effect, or another doubt; inactive = no such curve, though single readings can be large; an effect the other way counts as inactive or inconclusive. Unless noted, % is set by controls: 0 for no effect and ±100 for the full control effect; potency is the fitted concentration of half-maximal effect.
no.	SMILES	p53ts 32C kill	p53ts 39C tox
1	COc1cccc(OCC(O)CN(CCO)Cc2ccccc2)c1 (stereo not drawn)	-15%	1%
2	COc1ccc(OC)c(C(=O)COC(=O)c2c(OC)cccc2OC)c1	8%	-8%
3	COC(=O)c1ccc2c(=O)n(CCCCCC(=O)NCc3ccc(OC)cc3)c(=O)[nH]c2c1	2%	20%
4	CCOC(=O)CNC(=O)CSc1ncnc2c1cnn2-c1ccc(OC)cc1	-16%	-3%
5	Cc1ccc(CCNC(=O)c2cc3n(n2)CCCN(Cc2ccc(C)cc2)C3=O)cc1	-5%	-15%
6	Cc1oc(-c2ccc(Cl)cc2)cc1-c1nn2c(-c3ccco3)nnc2s1	35%[activator]	-1%
7	CCc1ccc(-c2cn3c(n2)sc2cc(C(=O)NCC(C)c4ccccc4)ccc23)cc1 (stereo not drawn)	-5%	-17%
8	O=S(=O)(Nc1nc2ccccc2nc1NCC1CCCO1)c1cccs1 (stereo not drawn)	2%	1%
9	COC(=O)c1[nH]c2cccc(OC)c2c1NC(=O)CCN1CC(C)CC(C)C1 (stereo not drawn)	6%	7%
10	COc1ccccc1N1CCN(C(=O)c2cccc(N3C(=O)NC4CC3(C)Oc3ccccc34)c2)CC1 (stereo not drawn)	4%	0%

no.	Imprint erasure	IkB signaling
1	-11%	-0.6%
2	-9%	0.2%
3	19%[10.9 µM]	-3.5%
4	-84%[inhibitor]	-0.6%
5	-13%[10.9 µM]	0.6%
6	-1%	0.3%
7	-9%[10.9 µM]	1.4%
8	-9%	4.1%
9	-7%	2.9%
10	-5%	?

# (list continues)
no.	SMILES	p53ts 32C kill	p53ts 39C tox
11	CN(C)C(=O)c1ccc2c(c1)n(C)c(=O)n2C	-12%	-1%
12	CCOc1ccccc1-c1noc(CSc2nnc(-c3ccccc3)n2-c2ccc(OC)cc2)n1	-7%	-18%
13	Cc1ccc(N2CCN(c3nc4ccc(C(=O)c5ccccc5)cc4n4cnnc34)CC2)c(C)c1	6%	3%
14	COc1ccc(NC(=O)c2oc3ccc(S(=O)(=O)N4CCCCC4)cc3c2C)cc1Cl	2%	-20%
15	CSc1nc(NC(C)C)nc(N2CCOCC2)n1	1%	2%
16	COc1cc(C(=O)Nc2nc3ccccc3[nH]2)cc(OC)c1OC	-2%	-14%
17	O=C(C1CCN(S(=O)(=O)c2cccs2)CC1)N1CCc2ccccc2C1	5%	-8%
18	O=S(=O)(c1ccccc1)N1CCC2(CCN(c3ncccn3)CC2)CC1	8%	-10%
19	O=C(NNC(=O)c1cc([N+](=O)[O-])ccc1Cl)c1cccs1	-7%	17%
20	Cc1cc(/C=C(\C#N)C(=O)NCc2ccco2)c(C)[nH]1	-3%	-5%

no.	Imprint erasure	IkB signaling
11	.	.
12	-6%[10.9 µM]	-3.0%
13	23%[10.9 µM]	-1.3%
14	-9%[10.9 µM]	?
15	0%	-0.5%
16	-11%	?
17	-13%	1.0%
18	.	0.5%[11.4 µM]
19	.	.
20	.	.

# Continuation.
no.	SMILES	p53ts 32C kill	p53ts 39C tox
21	CCOc1ccc(NS(=O)(=O)c2ccc3[nH]cc(C(=O)N4CCCC4)c(=O)c3c2)cc1	3%	17%
22	CC(=O)c1cccc(NC(=O)c2c(N3CCCC3=O)c3cc(F)ccc3n2C)c1	-1%	-26%
23	Brc1ccc(-c2nc(-c3ccccc3)no2)o1	-6%	-8%
24	CCOC(=O)CCn1cc(F)c(=O)n(Cc2ccccc2)c1=O	0%	15%
25	COc1ccc(/C=C/C(=O)NC(=S)NNC(=O)c2ccco2)cc1	6%	-25%
26	Cc1ccc(C)c(NC(=O)c2ccc(=O)n(Cc3ccc(F)cc3)c2)c1	4%	-27%
27	COc1ccc(Cn2nnnc2C(C(C)C)N(Cc2ccco2)Cc2cccs2)cc1 (stereo not drawn)	3%	3%
28	Cc1cccc(NC(=O)CSc2nnc(CNC(=O)c3cccc(C)c3)n2-c2ccccc2)c1	3%	-10%
29	c1ccc(-c2ccccc2OCCn2cncn2)cc1	6%	3%
30	CC(=O)Nc1ccc(Cc2ccncc2)cc1	-7%	-5%

no.	Imprint erasure	IkB signaling
21	14%[10.9 µM]	2.0%
22	9%[10.9 µM]	?
23	-34%[inhibitor]	8.6%
24	-10%	2.8%
25	.	.
26	7%[10.9 µM]	-1.3%
27	-12%	6.7%
28	-12%[10.9 µM]	?
29	-17%	0.2%
30	-9%	0.6%

# (listing goes on)
no.	SMILES	p53ts 32C kill	p53ts 39C tox
31	CCCn1nnnc1SCC(=O)NCc1ccccc1	4%	-8%
32	NCC1O[C@@H](O[C@H]2C(O)C(O[C@@H]3C(O[C@H]4OC(CO)C(O)C(O)C4N)C(N)CC(N)[C@H]3O)O[C@@H]2CO)C(N)C(O)C1O (stereo partly drawn)	6%	3%
33	CC1CCc2c(sc(NC(=O)c3ccccc3)c2C(=O)Nc2ccccc2)C1 (stereo not drawn)	-5%	?
34	CCOc1ccccc1CNC(=O)Cn1c(=O)c2cccn2c2ccc(F)cc21	0%	4%
35	Brc1ccc(-c2nn3c(-c4ccco4)nnc3s2)o1	12%	13%
36	O=C(c1cccnc1)N1C2CCC1CC(O)(c1ccc(F)cc1)C2 (stereo not drawn)	-2%	0%
37	O=C(Cn1c(=O)nc(-c2ccccc2F)c2cc(Cl)ccc21)NCCCc1ccccc1	?	?
38	COCC(=O)N1CCC[C@@]2(CCN(C(=O)Nc3cccc(C#N)c3)C2)C1	3%	9%
39	CS(=O)(=O)c1ccc(Cl)c(C(=O)O)c1	0%	2%
40	COc1ccc(OC)c(C2C(C(=O)Nc3cccnc3)=C(C)NC3=C2C(=O)CCC3)c1 (stereo not drawn)	10%	8%

no.	Imprint erasure	IkB signaling
31	-3%	1.7%
32	-7%	.
33	-1%[10.9 µM]	?
34	-12%[10.9 µM]	-0.6%
35	-14%	2.6%
36	.	2.5%
37	5%[10.9 µM]	?
38	.	0.6%[11.4 µM]
39	-2%	0.9%
40	-14%	-3.5%

# Values by screen from above.
# Nos. 32–36 in IkB signaling, in turn: ., ?, -0.6%, 2.6%, 2.5%
# Nos. 32–36 in p53ts 32C kill, in turn: 6%, -5%, 0%, 12%, -2%
# Nos. 32–36 in p53ts 39C tox, in turn: 3%, ?, 4%, 13%, 0%

# Returning to the listing, starting four compounds before the break.
no.	SMILES	p53ts 32C kill	p53ts 39C tox
37	O=C(Cn1c(=O)nc(-c2ccccc2F)c2cc(Cl)ccc21)NCCCc1ccccc1	?	?
38	COCC(=O)N1CCC[C@@]2(CCN(C(=O)Nc3cccc(C#N)c3)C2)C1	3%	9%
39	CS(=O)(=O)c1ccc(Cl)c(C(=O)O)c1	0%	2%
40	COc1ccc(OC)c(C2C(C(=O)Nc3cccnc3)=C(C)NC3=C2C(=O)CCC3)c1 (stereo not drawn)	10%	8%
41	C=CCn1c(CCC(=O)O)ccc1-c1ccc(OC)cc1	9%	-3%
42	O=C(NCCN1CCOCC1)c1cc(-c2ccco2)on1	-3%	-9%
43	C=CCOC(=O)CCC(=O)Nc1cccc2ccccc12	-3%	2%
44	Cc1nn(C)cc1CNC(=O)Nc1ccc(Br)cc1Cl	-1%	-12%
45	O=C1C2CCCN2C(c2ccccc2F)N1c1cccc(Cl)c1 (stereo not drawn)	-1%	4%
46	CCOc1ccc(-c2cc(C(=O)NCCc3ccc(Cl)cc3)c3ccccc3n2)cc1	-27%	?
47	CCNC(=O)c1cnc2sc(N3CCCCCC3)nn2c1=O	-5%	1%
48	COc1ccc(N(CC(=O)NCCc2ccccc2)S(=O)(=O)c2ccccc2)c(OC)c1	0%	28%
49	NC(=O)c1c(NC(=O)c2nc(SCc3ccccc3F)ncc2Cl)sc2c1CCCC2	5%	-13%
50	O=C(NCc1ccccc1Cl)C(=O)NCC(c1ccc2c(c1)OCO2)N1CCOCC1 (stereo not drawn)	2%	-15%

no.	Imprint erasure	IkB signaling
37	5%[10.9 µM]	?
38	.	0.6%[11.4 µM]
39	-2%	0.9%
40	-14%	-3.5%
41	-26%	?
42	5%	0.0%
43	-4%	0.7%
44	12%	1.6%
45	-22%	0.4%
46	-17%[10.9 µM]	1.4%
47	-13%[10.9 µM]	-2.5%
48	-13%[10.9 µM]	-2.0%
49	11%[10.9 µM]	-0.6%
50	24%[10.9 µM]	?

# (listing goes on)
no.	SMILES	p53ts 32C kill	p53ts 39C tox
51	COC(=O)[C@@]1(Cc2ccc(OC)cc2)[C@H]2c3cc(C(=O)N4CCCC4)n(CCn4cc([N+](=O)[O-])nc4C)c3C[C@H]2CN1C(=O)c1ccccc1	-3%	4%
52	CCOC(=O)C1CCN(C(=O)COc2ccc(Cl)cc2Cl)CC1	3%	-10%
53	COc1ccc(S(=O)(=O)N2CCC(Oc3ccc(-n4cnnn4)cc3)CC2)cc1	-2%	19%
54	c1ccc2c3c([nH]c2c1)-c1[nH]ncc1CC3	8%	-15%
55	CC12CCC(C(=O)N(CSC(=S)N/N=C\c3ccccc3)C1=O)C2(C)C (stereo not drawn)	0%	5%
56	O=C(Cn1cnc2onc(-c3ccc(F)cc3)c2c1=O)N1CCN(c2ccc(F)cc2)CC1	6%	-15%
57	CCOC(=O)NC[C@H](Cc1ccc(OCCc2nc(-c3ccccc3)oc2C)cc1)N/C(C)=C\C(=O)c1ccc(C(F)(F)F)cc1	-4%	-16%
58	O=C1CC(SCc2nc3ccccc3[nH]2)C(=O)N1c1ccc(F)cc1 (stereo not drawn)	5%	15%
59	CC(C)c1nc2ccc(C(=O)Nc3ccccc3F)cc2o1	-10%	-17%
60	CC(C)n1nnnc1SCC(=O)NCc1cccs1	-1%	4%

no.	Imprint erasure	IkB signaling
51	-9%	.
52	-11%	2.0%
53	7%[10.9 µM]	2.5%
54	-3%	?
55	.	.
56	-6%[10.9 µM]	?
57	-20%	.
58	3%	?
59	-16%[10.9 µM]	?
60	-7%	0.0%

# The list continues:
no.	SMILES	p53ts 32C kill	p53ts 39C tox
61	COc1ccc(OC)c(NC(=O)N2CC3CCCN3c3ccccc32)c1 (stereo not drawn)	0%	-5%
62	NCCCNCCCCNCCCN	-1%&8%	-3%&15%
63	CC(=O)c1cc(-c2ccccc2)n(CCC(=O)NCc2cccs2)c1C	27%	-5%
64	COc1ccc(-c2cc(N)n(CCC#N)n2)c(OC)c1	4%	0%
65	Cc1ccc(-n2nnc(C(=O)Nc3cc(F)ccc3F)c2C)cc1F	6%	31%[activator]
66	COc1ccc(-c2nnc(SCC(=O)N3CCCCC3)o2)c(OC)c1	-6%	-9%
67	O=C(Cn1ncc2c(=O)oc3ccccc3c21)NCC1CCCO1 (stereo not drawn)	-4%	-4%
68	Cc1ccc2occ(CC(=O)Nc3ccc(S(=O)(=O)N4CCC(C)CC4)cc3)c2c1	16%	10%
69	Cc1nc2sc(C)c(C)n2c(=O)c1S(=O)(=O)N1CCN(c2ccccc2F)CC1	-4%	-6%
70	C=CCSC1=N/C(=C\c2ccc3c(c2)OCO3)C(=O)S1	24%	0%

no.	Imprint erasure	IkB signaling
61	-6%[10.9 µM]	?
62	-31%&-19%[inhibitor]	0.3%&3.1%
63	-9%	-0.4%
64	-8%	-0.3%
65	-2%[10.9 µM]	-1.8%
66	.	-1.2%
67	0%	0.8%
68	-7%[10.9 µM]	?
69	5%[10.9 µM]	?
70	-9%	-3.8%

# New compounds follow
no.	SMILES	p53ts 32C kill	p53ts 39C tox
71	O=C(O)CN1C(=O)O[C@@H](c2ccccc2)C1=O	-7%[9.22 µM]	1%[9.22 µM]
72	O=C(CN1C(=O)C(c2ccc(F)cc2)=NC12CCCCCC2)Nc1ccccc1Cl	11%	?
73	CC1CCN(S(=O)(=O)c2ccc3c(c2)c(=O)c(C(=O)NCc2ccc(Cl)cc2)cn3C)CC1	0%	-3%
74	O=C(NCCc1ccccc1)c1cc2ncc(Br)cn2n1	-3%	0%
75	Cc1cc(C)c(NC(=O)c2ccc(S(=O)(=O)N3CCOCC3)cc2)c(C)c1	4%	-10%
76	COc1ccc(NC(=O)C2CC2)cc1-n1cnnn1	-2%	11%

no.	Imprint erasure	IkB signaling
71	-5%[10.9 µM]	0.4%[11.4 µM]
72	19%[10.9 µM]	?
73	-7%[10.9 µM]	-1.4%
74	-8%	0.3%
75	-6%	2.0%
76	5%	-1.1%
